# NS5 inhibitors: Dengue-2 NS5 methyltransferase inhibitors, primary screen, biochemical, confirmation dose response (AID 588689) | one-dose inhibition, % at 25 µM; IC50 in µM for titrated hits | hit rate 0.3% among 340,000 | Dengue-2 NS5 methyltransferase capping enzyme assay, biochemical; higher % means a stronger effect; in the data active = a potency from the dose series; inconclusive = inhibition above about 29% without an active follow-up result
# K1F lysis inhibition: protection from phage-mediated lysis, alamar blue read-out – E. coli UTI89, K1F phage, bacterial capsule biogenesis inhibitors (AID 488966); E. coli UTI89 K1F phage lysis, alamar blue, 2 h; higher % means a stronger effect; one-dose inhibition, % at 100 µM; IC50 in µM for titrated hits; hit rate 0.02% among 340,000;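 active = phage lysis inhibition, versus mean bacterial control, above a set limit; inconclusive = no clear call, values can overlap the other calls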;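 also: capsule biogenesis inhibitors block K1F phage lysis so surviving cells raise fluorescence; higher fluorescence means more inhibition of phage lysis; actives were called in the ten point dose series up to 300 µM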
# ER stress rescue: protection against thapsigargin-triggered cell killing – 384-well, CSM14.1, ATP luminescence, primary screen (AID 1222); cellular ATP content (survival), % at 20 µM; hits with a dose series show EC50 in µM; CSM14.1 thapsigargin-induced death rescue, ATP luminescence; higher % means a stronger effect; 190,000 tested, under 10 active;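 active = EC50 below 50 µM in the dose-response confirmation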;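 also: death triggered by thapsigargin at about 15 µM added after 2 h compound pretreatment; cell ATP read after overnight thapsigargin exposure of roughly 18 to 22 hours; normalized against plate controls of thapsigargin alone and 5% DMSO vehicle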
# Yfh1-off respiration: enhancers of respiration in Yfh1-depleted yeast, dose response, Friedreich's ataxia, plus single-dose screen (AID 1465); hit rate 0.074% among 220,000; fold induction at 50 µM, or EC50 in µM where a hit was titrated; S. cerevisiae Yfh1-off respiration, WST-1 reduction, 72 h; higher fold induction means a stronger effect;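 active = fold induction of absorbance versus untreated yeast above a set limit, then at least 30% activation at any dose in follow-up; inconclusive = repeats straddling the limit, or above it without dose testing; inactive = fold induction below the set limit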;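 also: activators that raise dye reduction in frataxin-depleted yeast; strong numbers were not always called active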
# SV40 large T antigen: TAg ATPase/helicase activity blockers – biochemical (AID 1903) | SV40 large T antigen ATPase/helicase inhibition assay; higher % means a stronger effect | one-dose inhibition, % at 20 µM; IC50 in µM for titrated hits | hit rate 0.39% among 310,000; in the data active = a potency from the dose series; inconclusive = inhibition mostly from about 32% at the one dose, without a potency; inactive = the rest, 99 in 100 with inhibition below about 32%; also: strong numbers were not always called active
# WT yeast gro inh: growth inhibition of WT yeast, mitochondrial fusion screen | mitochondrial fusion phenotypic screen, WT strain | inhibition, % at 10 µM | hit rate 2.1% among 190,000; in the data active = inhibition above about 58%; tested in S. cerevisiae
# West Nile virus CPE: West Nile virus antiviral activity, cell-based, CPE readout (AID 1621) | West Nile virus-infected cells, CPE inhibition; higher % means a stronger effect | one-dose CPE inhibition, % at 10 µM; IC50 in µM for titrated hits | hit rate 0.02% among 290,000; in the data active = a potency from the dose series; inconclusive = CPE inhibition mostly from about 3.7% at the one dose, without a potency; inactive = the rest, 99 in 100 with CPE inhibition below about 2.2%; also: strong numbers were not always called active
# RSV antiviral HEp-2: RSV antiviral activity via CPE protection, HEp-2 cells, primary 10 µM value included (AID 2391). HEp-2 cells, RSV-induced CPE inhibition; higher % means a stronger effect. one-dose CPE inhibition, % at 10 µM; IC50 in µM for titrated hits. hit rate 0.13% among 310,000; in the data active = a potency from the dose series; inconclusive = CPE inhibition mostly from about 23% at the one dose, without a potency; inactive = the rest, 99 in 100 with CPE inhibition below about 21%; also: strong numbers were not always called active
# XIAP antagonists: small molecules displacing peptide from XIAP – biochemical, IAP family, fluorescence polarization (AID 1018) | XIAP BIR domain, fluorescence polarization peptide displacement; higher % means a stronger effect | displacement, % at 20 µM, or IC50 in µM where a hit was titrated | hit rate 0.007% among 200,000; in the data active = displacement above about 50%; also: a part of the inactive calls stands beside numbers as strong as those of hits
# WT yeast gro inh mutant strain: further read-out of WT yeast gro inh, marked with its call; inhibition, %; mitochondrial fusion phenotypic screen, mutant strain inhibition
# NS5 inhibitors pilot replicate: also measured in NS5 inhibitors; calls as there; inhibition, %; measured here: pilot screen replicate inhibition
# * = called active by the depositor; i = inactive; ? = inconclusive; . = no result given; & = joins results of further samples; [ ] = dose if it differs, or a comment.
SMILES,NS5 inhibitors,K1F lysis inhibition,ER stress rescue,Yfh1-off respiration,SV40 large T antigen,WT yeast gro inh,WT yeast gro inh mutant strain,West Nile virus CPE,RSV antiviral HEp-2,XIAP antagonists,others
CC(C)OC(=O)CN1C(=O)c2ccccc2C1=O,-5%,1.9%,0.6%,i,2%,-1,17,0.1%,3.6%,-3.9%,
CCN(CC)c1ccc(N/C(N)=N/c2nc(C(F)(F)F)cc(=O)[nH]2)cc1,-2%,1.6%,-1.7%,i,6%,2,-13,-1.0%,3.4%,-1.8%,
Cc1ccc(-c2nnc(CSc3nnc(COc4cccc5ccccc45)n3-c3ccccc3)o2)cc1,-1%,-0.5%,0.6%,.,7%,17,14,.,15%,0.5%,
Cc1nc(N2CCN(S(=O)(=O)c3ccc(F)cc3)CC2)c2c(C)c(C)sc2n1,-8%,0.2%,-0.8%,i,.,.,.,-0.5%,1.7%,-4.8%,
CC(Oc1ccc2c(c1)oc(=O)c1ccccc12)C(=O)NCCN1CCOCC1 (stereo unspecified),-3%,0.2%,.,.,5%,.,.,-1.6%,0.1%,.,
Cc1ccc(NC(=O)C(=O)NCCOc2ccccc2Cl)cc1,0%,3.7%,-7.0%,i,4%,2,-5,0.3%,1.6%,-2.3%,
Cc1ccc(OCCn2cc(/C=C(\C#N)C(=O)NCC3CCCO3)c3ccccc32)cc1C (stereo unspecified),-9%,1.9%,-0.3%,i,5%,8,2,-0.8%,19%,-3.6%,
CCOC(=O)C1=C(C)Nc2nc(SCC(=O)OC)nn2C1c1cc(F)cc(F)c1 (stereo unspecified),0%&-3%,2.1%&0.0%,-0.4%,i,5%,10,-6,-1.2%,0.7%,-8.8%,
Cc1c(Cl)c([N+](=O)[O-])nn1CC(=O)N1CCCC1,-5%,0.1%,-4.3%,i,9%,-10,-18,0.1%,2.1%,-8.0%,
CCOC(=O)C1CCCCN1Cc1ccc(OC)c(OC)c1 (stereo unspecified),5%,0.5%,.,i,10%,.,.,0.4%,0.0%,.,
O=C(c1ccc(N2CCOCC2)cc1)N1CCCC(Nc2ccccc2)C1 (stereo unspecified),-10%,0.2%,.,.,13%,.,.,-0.3%,0.1%,.,
CCOC(=O)/C(N=Nc1sc(C(=O)OCC)c(C)c1C(=O)OCC)=C(\C)O,.,.,-1.4%,i,16%,-8,-2,-0.8%,7.2%,-2.7%,
CCOC(=O)C1Nc2ccc(C(F)(F)F)cc2C2c3ccccc3CC12 (stereo unspecified),-3%,-0.6%,.,i,27%,.,.,-0.3%,-4.5%,.,
Cc1ccc(S(=O)(=O)N2CCCOC2CNC(=O)C(=O)NCc2ccccc2C)cc1 (stereo unspecified),-2%,0.1%,.,.,-3%,.,.,-1.1%,0.1%,.,
COc1ccc(NC(=O)Cn2c(CCC(=O)O)ccc2-c2ccccc2)cc1,-5%,0.1%,.,.,15%,.,.,-0.7%,1.3%,.,NS5 inhibitors pilot replicate=-1.5
COCCN(C(=O)CSc1nnc(-c2ccc(Cl)cc2)o1)c1c(N)n(CC(C)C)c(=O)[nH]c1=O,1%,2.0%[50 µM],.,.,11%,.,.,-0.7%,2.4%,.,
COc1ccc(C(=O)NNC(=O)C(=O)Nc2ccc(C)cc2)cc1,4%,-1.0%,.,.,-5%,.,.,0.3%,1.8%,.,
COc1cccc(/C=N/NC(=O)C(=O)Nc2ccccc2OC(F)(F)C(F)F)c1,-8%,0.4%,-1.8%,i,1%,13,3,-0.8%,2.1%,-7.7%,
O=C(CCc1ccccc1)N/N=C/c1cccc(O)c1,-6%,-0.5%,-0.6%,i,5%,5,-4,-0.3%,0.9%,-2.5%,
O=C(NNc1nc2ccccc2s1)Nc1ccc(Cl)c(Cl)c1,-3%,0.1%,.,i,6%,.,.,0.3%,0.6%,.,
CCN(CC(=O)Nc1c(F)cccc1F)C(=O)CNC(=O)c1ccco1,-4%,0.8%[50 µM],.,.,8%,.,.,.,2.6%,.,
Cc1c(/C=N/NC(=O)c2cccnc2)c2ccccn2c1C(=O)c1ccc(F)cc1,.,.,-1.1%,i,10%,-2,6,-0.3%,9.6%,0.1%,
CCOc1ccc(-n2c(Cc3ccccc3)nnc2SCc2c(C)noc2C)cc1,.,-0.3%,-0.8%,i,8%,9,12,-0.5%,3.0%,-0.9%,
CCC(C)(C)NC(=O)CN(Cc1cccs1)C(=O)CNS(=O)(=O)c1ccc(F)cc1,-14%,-0.1%,-1.2%,i,-2%,-23,-12,-0.6%,1.4%,-5.9%,

# Molecules shown so far that have sulfur (nine):
SMILES,NS5 inhibitors,K1F lysis inhibition,ER stress rescue,Yfh1-off respiration,SV40 large T antigen,WT yeast gro inh,WT yeast gro inh mutant strain,West Nile virus CPE,RSV antiviral HEp-2,XIAP antagonists,others
Cc1ccc(-c2nnc(CSc3nnc(COc4cccc5ccccc45)n3-c3ccccc3)o2)cc1,-1%,-0.5%,0.6%,.,7%,17,14,.,15%,0.5%,
Cc1nc(N2CCN(S(=O)(=O)c3ccc(F)cc3)CC2)c2c(C)c(C)sc2n1,-8%,0.2%,-0.8%,i,.,.,.,-0.5%,1.7%,-4.8%,
CCOC(=O)C1=C(C)Nc2nc(SCC(=O)OC)nn2C1c1cc(F)cc(F)c1 (stereo unspecified),0%&-3%,2.1%&0.0%,-0.4%,i,5%,10,-6,-1.2%,0.7%,-8.8%,
CCOC(=O)/C(N=Nc1sc(C(=O)OCC)c(C)c1C(=O)OCC)=C(\C)O,.,.,-1.4%,i,16%,-8,-2,-0.8%,7.2%,-2.7%,
Cc1ccc(S(=O)(=O)N2CCCOC2CNC(=O)C(=O)NCc2ccccc2C)cc1 (stereo unspecified),-2%,0.1%,.,.,-3%,.,.,-1.1%,0.1%,.,
COCCN(C(=O)CSc1nnc(-c2ccc(Cl)cc2)o1)c1c(N)n(CC(C)C)c(=O)[nH]c1=O,1%,2.0%[50 µM],.,.,11%,.,.,-0.7%,2.4%,.,
O=C(NNc1nc2ccccc2s1)Nc1ccc(Cl)c(Cl)c1,-3%,0.1%,.,i,6%,.,.,0.3%,0.6%,.,
CCOc1ccc(-n2c(Cc3ccccc3)nnc2SCc2c(C)noc2C)cc1,.,-0.3%,-0.8%,i,8%,9,12,-0.5%,3.0%,-0.9%,
CCC(C)(C)NC(=O)CN(Cc1cccs1)C(=O)CNS(=O)(=O)c1ccc(F)cc1,-14%,-0.1%,-1.2%,i,-2%,-23,-12,-0.6%,1.4%,-5.9%,

# Later entries
SMILES,NS5 inhibitors,K1F lysis inhibition,ER stress rescue,Yfh1-off respiration,SV40 large T antigen,WT yeast gro inh,WT yeast gro inh mutant strain,West Nile virus CPE,RSV antiviral HEp-2,XIAP antagonists,others
CCOc1ccc(C(O)(CCC(C)C)C(CN2CCOCC2)c2ccccc2)cc1 (stereo unspecified),-3%,0.1%,.,.,13%,.,.,0.3%,3.4%,.,
CCN(CC)C(=O)CSc1nnc2nnc3cc(Cl)ccc3n12,?,0.7%,.,i,9%,.,.,-0.8%,0.3%,.,
C=CCn1c(SCC(=O)Nc2ccccc2CC)nnc1-c1ccncc1,-4%,-0.8%,0.3%,i,7%,10,-36,-0.8%,-0.8%,-6.6%,
O=C(N/N=C/c1ccco1)C1CC1c1ccccc1 (stereo unspecified),-2%,2.3%,-2.2%,i,8%,6,18,-0.5%,0.3%,-5.6%,
COc1cccc(C2c3[nH]c4ccccc4c3C[C@H]3C(=O)N(C)CC(=O)N23)c1 (stereo partly specified),-5%,-0.2%,.,.,22%,.,.,-1.1%,1.4%,.,
Cc1ccc(C(=O)NCC(=O)OCC(=O)c2ccc(Br)s2)cc1,-3%,0.1%[50 µM],.,.,12%,.,.,.,0.0%,.,
COC(=O)c1sccc1Oc1ccc(Cl)cc1N1C(=O)CCC1=O,8%,-1.1%,.,i,7%,.,.,0.8%,-0.6%,.,
CCCCNC(=O)O[C@@H]1C[C@@H]2CCN3C(=O)CCC[C@H]([C@H]1CC)[C@H]23,-6%,0.4%,.,.,13%,.,.,-1.5%,4.1%,.,
COc1ccccc1C1CCN(C(=S)Nc2ccc(Br)cc2)CC1,1%,1.2%,.,i,9%,.,.,-0.1%,8.3%,.,
Cc1ccc2nc(NCCNC(=O)c3ccccc3)c(C#N)cc2c1,1%,1.5%,.,.,11%,.,.,-0.9%,?,.,
Cc1ncsc1CCOC(=O)c1ccccc1,-1%,0.3%,1.8%,i,8%,-8,2,0.1%,2.6%,-3.9%,
COc1ccc(C(=O)Nc2ccc(OC)c(OC)c2)cc1,1%,2.0%,-2.7%,i,4%,8,-21,0.0%,2.2%,-4.6%,
N/C(=N\NC(=O)c1cccc(F)c1)c1cc2ccccc2oc1=O,1%,-1.6%[50 µM],.,i,3%,.,.,0.4%,-1.7%,.,
Nc1ccccc1C#Cc1ccccc1,-3%,-1.5%,1.4%,i,6%,11,6,0.7%,8.1%,-7.0%,
COc1ccc(NC(=O)Cc2nnc(SCC(=O)NC3CCCC3)n2C)cc1,-8%,0.0%,.,.,8%,.,.,1.1%,1.6%,.,
OCCSc1nncn1/N=C/c1c[nH]c2ccccc12,5%,0.1%,0.7%,i,1%,2,4,0.4%,0.1%,1.4%,
Oc1ccc(-c2csc(Nc3ncccn3)n2)cc1O,-2%,-2.1%,3.7%,i,14µM*,5,-3,0.1%,.,0.8%,
O=C1OCC2=C1C(c1ccc3c(c1)OCO3)Sc1ccccc1N2 (stereo unspecified),1%,8.4%,-1.9%,i,7%,-11,-37,-0.3%,7.4%,-7.2%,
Cc1ccc(-c2nn(-c3ccccn3)c(=O)c3ccccc23)cc1,-5%,-3.1%,-0.1%,i,3%,17,12,-0.2%,-1.2%,-8.9%,
O=C(Cc1ccccc1F)Nc1cc(Cl)ccc1N1CCCC1,-14%,0.6%,.,.,9%,.,.,-1.6%,0.6%,.,
Cc1ccc(C2(C)NC(=O)N(CC(=O)Nc3cc(S(=O)(=O)N4CCOCC4)ccc3C)C2=O)cc1 (stereo unspecified),-3%,1.4%,-3.0%,i,5%,10,-14,0.9%,2.4%,-121%,
Cc1cc(-c2ccccc2)nc(SC(C(=O)O)c2ccccc2)n1 (stereo unspecified),-7%,0.2%,-0.9%,i,12%,1,4,0.0%,0.6%,-2.4%,
COCCNC(=O)c1ccc(CS(=O)(=O)c2ccccc2C)o1,-6%,0.4%,.,.,22%,.,.,0.3%,0.6%,.,
Cc1cc(CN(C)C(=O)CC2C(=O)NCCN2Cc2c(F)cccc2Cl)n[nH]1 (stereo unspecified),-4%,0.5%,-1.4%,i,6%,5,13,-0.6%,-1.4%,2.8%,
CCOc1cccc2cc(C(=O)Nc3nccs3)c(=O)oc12,-5%,1.7%,-3.4%,i,1%,0,2,0.0%,0.8%,-4.1%,
CC(=O)Cn1c(CN2CCCC2)nc2ccccc2c1=O,-1%,0.0%,-1.6%,i,18%,-8,0,0.0%,-1.1%,-9.0%,
